High-throughput results as filed in PubChem BioAssay.
STAT3 activator: STAT3 signaling activation. activation (% of control), % at 5.6 µM. U3A cells, IL-6 STAT3-luciferase reporter, luminescence; 100% = signal with IL-6 EC80 alone. 190,000 tested, 0.91% active. AID 871;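 active means activation above the screen-wide mean of compound activation plus 3 SD, cut at about 130% in these data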;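 further: 0% = background luminescence of wells with medium and substrate only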
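Material: STAT1-lacking human U3A cells, STAT3 luciferase reporter | Benchmarks: IL-6-only wells as 100% reference | Probe or stimulus: IL-6 (33 ng/mL) | Timing: Compound 1 h, then IL-6 6 h at 37 °C | Detection: Luminescence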
Hsp70 act: Hsp70 transcriptional activation, primary screen | activation, % at 10 µM | 200,000 tested, 0.04% active | HeLa Hsp70 promoter luciferase reporter, luminescence; scaled: vehicle 0, proteasome-inhibitor control 100% | AID 1203;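 active means activation above the mean across all tested compounds plus 3 SD, cutoff set per campaign, cut at about 5.5% in these data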;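 further: 100% = MG132 at 30 µM as the positive control and 0% = DMSO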
Diaph inh CS: diaphorase inhibition or chemical oxidation counter-screen; diaphorase resazurin-to-resorufin fluorescence, NADH, 16 min; bacterial (C. kluyveri) enzyme, not human; inhibition, % at 20 µM; 190,000 tested, 0.69% active;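 active means primary screen inhibition at 20 µM above a set limit, cut at about 50% in these data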;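 further: plate controls were DMSO with full reaction for no effect and wells lacking NADH for full effect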
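Benchmarks: positive control wells lacking NADH, neutral wells with DMSO only. System: bacterial diaphorase enzyme (C. kluyveri). Input: 0.14 U/mL diaphorase, enzyme working solution. Detection: resorufin fluorescence, excitation 544 nm, emission 590 nm. Times: 16-min room-temperature incubation before reading.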
STAT3 inh: inhibitors of IL-6 induced STAT3 signaling; U3A cells, IL-6 STAT3-luciferase reporter, luminescence; host cell line lacks STAT1; inhibition, % at 5.5 µM; AID 862; 190,000 tested, 0.89% active;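 active means inhibition above the mean inhibition across all screened compounds plus 3 SD, cut at about 44% in these data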;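 further: 0% = DMSO only wells and 100% = 100 µM nifuroxazide control wells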
G6PDH CS: counter-screen for G6PDH assay hits: L. mesenteroides G6PDH inhibition; Purified L. mesenteroides G6PDH, diaphorase/resazurin coupled fluorescence, 45 min; inhibition, % at 5 µM; 200,000 tested, 0.12% active; AID 1020; in the data active means inhibition above about 50%
TLR4-MyD88 BLA: blocks binding of human TLR4 to MyD88; inhibition, % at 8.4 µM; O00206+Q99836; AID 861; 200,000 tested, 0.18% active; HeLa CL3-4 TLR4/MyD88 BLA complementation, FRET ratio; in the data active means inhibition above about 25%;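 further: 0% = vehicle and 100% = reference inhibitor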
Target sequence (O00206 whole entry, looked up): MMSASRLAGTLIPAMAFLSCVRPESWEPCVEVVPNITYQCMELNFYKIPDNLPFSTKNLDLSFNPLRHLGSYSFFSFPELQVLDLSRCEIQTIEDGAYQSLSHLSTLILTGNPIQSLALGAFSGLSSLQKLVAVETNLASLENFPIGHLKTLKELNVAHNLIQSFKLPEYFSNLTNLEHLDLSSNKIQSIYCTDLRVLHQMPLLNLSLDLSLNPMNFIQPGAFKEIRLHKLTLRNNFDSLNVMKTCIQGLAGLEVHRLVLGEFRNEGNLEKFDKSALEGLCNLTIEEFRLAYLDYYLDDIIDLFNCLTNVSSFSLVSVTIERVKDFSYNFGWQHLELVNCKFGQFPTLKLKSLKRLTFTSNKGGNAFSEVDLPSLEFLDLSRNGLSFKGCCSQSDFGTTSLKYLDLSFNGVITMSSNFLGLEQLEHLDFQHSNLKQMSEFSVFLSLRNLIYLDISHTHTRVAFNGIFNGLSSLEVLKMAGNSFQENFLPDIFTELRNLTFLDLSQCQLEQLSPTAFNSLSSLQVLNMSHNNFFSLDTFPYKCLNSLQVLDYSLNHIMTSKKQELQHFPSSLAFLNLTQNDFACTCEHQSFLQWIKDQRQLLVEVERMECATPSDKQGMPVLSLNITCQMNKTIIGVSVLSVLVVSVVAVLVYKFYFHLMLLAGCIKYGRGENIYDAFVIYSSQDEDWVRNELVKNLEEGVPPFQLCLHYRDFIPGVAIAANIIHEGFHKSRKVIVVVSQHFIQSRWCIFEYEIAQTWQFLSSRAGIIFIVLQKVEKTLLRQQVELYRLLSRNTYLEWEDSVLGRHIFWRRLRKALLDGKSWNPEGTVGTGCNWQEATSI
Target sequence (Q99836 whole entry, looked up): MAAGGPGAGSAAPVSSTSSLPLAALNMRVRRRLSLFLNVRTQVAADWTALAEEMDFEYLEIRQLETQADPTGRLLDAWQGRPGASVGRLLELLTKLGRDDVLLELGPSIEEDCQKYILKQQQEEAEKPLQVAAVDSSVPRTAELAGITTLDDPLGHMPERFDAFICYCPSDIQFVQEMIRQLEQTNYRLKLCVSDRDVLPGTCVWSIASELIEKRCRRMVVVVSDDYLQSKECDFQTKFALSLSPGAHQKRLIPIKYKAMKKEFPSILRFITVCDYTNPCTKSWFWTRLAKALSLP
Diaphorase act: counter-screen for diaphorase-based assays: diaphorase activators and chemical reducers; 190,000 tested, 0.005% active; Diaphorase/resazurin coupled assay, resorufin fluorescence, 16 min; active compounds read high; 1 = vehicle wells, 0 = NADH-free wells; AID 1229; activation factor at 20 µM;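 active means diaphorase activity raised at least twofold by the compound at 20 µM; inactive means activation factor below 2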
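Material: bacterial diaphorase enzyme (C. kluyveri); amount: enzyme 0.07 U/mL final; reagent: NADH substrate 0.114 mM plus resazurin dye 0.1 mM, final; doses: single compound dose of 20 µM, 1% DMSO final; timing: 16 min enzyme reaction, ambient temperature; measured by: fluorescence of resorufin, 544 nm excitation, 590 nm emission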
APP transl inh: APP translation inhibition; inhibition, % at 2 µM; 190,000 tested, 0.82% active; AID 1285; SH-SY5Y APP 5'UTR-luciferase reporter, luminescence;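 active means inhibition above a set limit, derived from the sample mean plus 3 SD, cut at about 45% in these data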; further: values of inactives mirror those of a sister screen read the other way
STAT1 inh: inhibitors of IFN-gamma induced STAT1 signaling. NIH 3T3 STAT1-luciferase reporter, luminescence. AID 920. 200,000 tested, 0.35% active. inhibition, % at 5.5 µM;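 active means inhibition above a set limit, the mean inhibition across all tested compounds plus 3 SD, cut at about 34% in these data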;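 further: 0% = IFN-gamma with DMSO and 100% = IFN-gamma with 300 µM nifuroxazide; values of inactives mirror those of a sister screen read the other way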
STAT1 activator: activators of IFN-gamma induced STAT1 signaling | activation (% of control), % at 5.5 µM | NIH 3T3 STAT1-luciferase reporter, luminescence; 100% = IFN-gamma alone, no compound | 200,000 tested, 2.6% active;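 active means activation above the screen-wide mean activation plus 3 SD, cut at about 130% in these data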;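 further: raw ratio to IFN-gamma control signal so 100% means no change and 0% no light; values of inactives mirror those of a sister screen read the other way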
The depositor's hits bear a star; / = not tested or not shown.

SMILES	STAT3 activator	Hsp70 act	Diaph inh CS	STAT3 inh	G6PDH CS	TLR4-MyD88 BLA	Diaphorase act	APP transl inh	STAT1 inh	STAT1 activator
COc1ccccc1N1CCN(C(=S)Nc2ccc3nc(N4CCOCC4)cc(C)c3c2)CC1	84	-0.2	26	23	9	1	0.7	-17	2	98
O=C(N/N=C/c1cccc(O)c1)c1cc(-c2ccc3c(c2)OCO3)n[nH]1	110	-0.4	14	-15	-17	-1	0.9	-10	-12	113
O=C(N/N=C\CCc1ccccc1)c1ccco1	108	-0.2	14	-9	8	-7	0.9	-43	-38	134*
Cn1c(N)c(C(=O)COC(=O)C2(c3cccc(F)c3)CCCC2)c(=O)n(C)c1=O	99	-0.5	5	5	2	9	0.9	-8	3	97
Cc1ccc(N(C(C)C(=O)N2CCC(C)CC2)S(C)(=O)=O)cc1C (configuration not stated)	108	-0.3	14	-6	-16	-1	0.9	2	-3	103
CCc1c(C(=O)NC2CCCC2)csc1C	96	-0.2	-4	8	-12	-5	1	-14	3	96
COc1ccc(/C=C2/N=C3CCCCCN3C2=O)cc1OC	105	0.4	16	-2	11	-10	0.8	-7	-10	110
O=S(=O)(NC1CCCc2ccccc21)c1cnc[nH]1 (configuration not stated)	104	-0.1	3	2	-1	11	1	12	-2	103
O=C(NC(Cc1ccccc1)c1nc2ccccc2[nH]1)c1ccc(Cl)c([N+](=O)[O-])c1 (configuration not stated)	102	-0.4	13	3	-22	-3	0.9	5	-2	102
Cc1ccc(S(=O)(=O)/C=C/c2ccccc2)cc1	101	-0.2	12	-2	-1	10	0.9	14	12	90
CC1=NC(=O)C(N=Nc2ccccc2C)N1c1ccccc1 (configuration not stated)	106	2.5	/	-4	/	-4	/	-13	-6	106
Cc1ccc2nc(NCCO)nc(-c3ccccc3)c2c1	97	0.0	12	7	8	-3	0.9	8	2	98
O=C(CN(C(=O)CNC(=O)c1ccco1)c1ccc2c(c1)OCCO2)NC1CCCCC1	93	-0.2	-1	13	1	7	1	9	-2	101
COC(=O)c1[nH]c2c(c1C)C(=O)CC(c1cccs1)C2 (configuration not stated)	107	1.3	8	-6	6	-13	0.9	95*	-6	105
CCOc1cc(-c2noc(-c3cccnc3)n2)ccc1OC	103	0.5	2	2	8	-9	1	-4	-4	104
CCCN(CCC)CCCNC(=O)CS(=O)Cc1nc(-c2ccc(OC)c(OC)c2)oc1C (configuration not stated)	106	0.0	2	-4	0	4	1	-7	7	94
Cc1cc(NC(=O)COC(=O)CNS(=O)(=O)c2ccc(C)c(C)c2)no1	105	-0.2	-6	-4	2	4	1.1	2	-4	102
CCOc1ccc(NC(=O)N2CCC(n3c(=O)[nH]c4ccccc43)CC2)cc1	/	/	12	/	-3	/	0.9	1	/	/
CCCCCCC1NC(C(=O)O)CS1 (configuration not stated)	107	-0.1	14	-6	-4	1	0.9	-4	-5	104
COc1ccc(Cn2nnnc2CN2CCC(O)(c3ccc(F)cc3)CC2)cc1	104	-0.3	6	-2	6	-14	0.9	-9	-2	100

Of the compounds above, these have four or more nitrogen atoms.
SMILES	STAT3 activator	Hsp70 act	Diaph inh CS	STAT3 inh	G6PDH CS	TLR4-MyD88 BLA	Diaphorase act	APP transl inh	STAT1 inh	STAT1 activator
COc1ccccc1N1CCN(C(=S)Nc2ccc3nc(N4CCOCC4)cc(C)c3c2)CC1	84	-0.2	26	23	9	1	0.7	-17	2	98
O=C(N/N=C/c1cccc(O)c1)c1cc(-c2ccc3c(c2)OCO3)n[nH]1	110	-0.4	14	-15	-17	-1	0.9	-10	-12	113
O=C(NC(Cc1ccccc1)c1nc2ccccc2[nH]1)c1ccc(Cl)c([N+](=O)[O-])c1 (configuration not stated)	102	-0.4	13	3	-22	-3	0.9	5	-2	102
CC1=NC(=O)C(N=Nc2ccccc2C)N1c1ccccc1 (configuration not stated)	106	2.5	/	-4	/	-4	/	-13	-6	106
CCOc1ccc(NC(=O)N2CCC(n3c(=O)[nH]c4ccccc43)CC2)cc1	/	/	12	/	-3	/	0.9	1	/	/
COc1ccc(Cn2nnnc2CN2CCC(O)(c3ccc(F)cc3)CC2)cc1	104	-0.3	6	-2	6	-14	0.9	-9	-2	100

More compounds follow:
SMILES	STAT3 activator	Hsp70 act	Diaph inh CS	STAT3 inh	G6PDH CS	TLR4-MyD88 BLA	Diaphorase act	APP transl inh	STAT1 inh	STAT1 activator
COCCNC(=O)c1cc(C(=O)CC(C)C)c[nH]1	99	-0.3	-1	12	-1	-8	1	-11	-1	99
O=C(Nc1ccc(Cl)c(S(=O)(=O)Nc2ccccc2Cl)c1)c1cccs1	109	-0.2	26	-10	4	3	0.7	6	-10	109
CCc1ccc(N2CC(C(=O)Nc3nccs3)CC2=O)cc1 (configuration not stated)	97	-0.3	-2	6	3	-5	1	-8	-7	106
Cc1cc(Cl)ccc1OCC(=O)N1CCN(c2ncccn2)CC1	102	-0.3	9	-1	3	-5	0.9	4	5	94
C=CCN1C(=O)/C(=C2/Sc3ccc(OC)cc3N2C)SC1=Nc1ccc(OC)cc1	106	0.1	4	-8	0	6	1	-22	-2	102
O=C(c1cc(-c2cccc(O)c2)on1)N1CCOCC1	80	0.0	10	24	12	-15	0.9	-93	-16	112
COc1cccc(CN(CC2CCCO2)S(=O)(=O)c2ccc(S(=O)(=O)NCC3CCCO3)cc2)c1OC (configuration not stated)	103	-0.2	-5	2	6	2	1	15	7	93
Cc1ccc(-c2csc3nc(CSc4nnc(-c5ccc(Cl)cc5)n4C)[nH]c(=O)c23)cc1	94	0.2	22	14	7	14	0.8	-1	-4	104
COC(CNC(=O)C1CCCN(S(=O)(=O)c2c(C)noc2/C=C/c2cccs2)C1)OC (configuration not stated)	98	-0.1	18	9	-2	-11	0.8	7	2	98
CCOC(=O)C(NCCc1ccccc1)(NC(C)=O)C(F)(F)F (configuration not stated)	104	0.0	0	-5	9	-8	1	-8	1	100
CC1CN(Cc2nc3c(c(=O)[nH]c(=O)n3C)n2CCN2CCOCC2)CC(C)O1 (configuration not stated)	100	0.0	1	9	10	1	1	-14	-2	102
CCc1nc(SCC(=O)c2ccccc2)c2ccccc2n1	91	-0.4	8	13	8	-5	0.9	5	13	86
Cc1[nH]c2ccc(Cl)cc2c(=O)c1CN1CCCC1	98	-0.4	/	6	10	10	/	-4	3	96
CC(CC1CC(C)(C)OC1=O)C(=O)Nc1ccc([N+](=O)[O-])cc1 (configuration not stated)	104	5.6*	10	-10	22	0	0.9	14	2	98
Cn1c(Cc2cccc3ccccc23)nnc1SCC(=O)N1CCN(c2ccccc2)CC1	85	-0.2	11	19	5	-1	0.9	-21	4	96
CN(CCC#N)C(=O)COC(=O)/C=C/c1cccs1	94	-0.3	8	9	8	-3	0.9	4	-3	102
Clc1ccc(-c2ccc(SCc3ccccn3)nn2)cc1	97	0.1	5	7	5	-3	0.9	-44	-50	145*
COCCNC(=O)c1cn(Cc2c(F)cccc2Cl)nn1	108	0.1	-2	-4	4	3	1	4	-10	109
COc1ccc(C(=O)NC(Cc2ccc(OC(=O)c3ccc(OC)cc3)cc2)C(=O)O)cc1 (configuration not stated)	100	-0.4	15	1	9	2	0.8	-34	1	98
Cc1nnc(SCCCn2c(N3CCN(c4ccccc4)CC3)nc3c2c(=O)[nH]c(=O)n3C)s1	97	-0.5	14	12	2	-5	0.9	-13	5	95
CCc1ccc2oc(=O)cc(CN3CCC(C)CC3)c2c1	107	-0.2	12	-4	8	1	0.9	-3	-5	104
CC(C)COc1ccc(CNC(=S)N/N=C/c2ccc([N+](=O)[O-])cc2)cc1	91	-0.4	6	15	-7	8	0.9	7	-5	105
O=C1CN(C(=O)COC(=O)c2ccc[n+]([O-])c2)c2ccccc2N1	104	-0.3	-3	0	-1	3	1	21	-5	105
Clc1ccccc1Cc1noc(CN2CCCCC2CCc2ccccn2)n1 (configuration not stated)	95	-0.2	24	11	20	-14	0.8	4	5	94
COC(=O)C1=CN(Cc2cccs2)C=C(C(=O)OC)C1c1ccc(OC)cc1OC	104	-0.3	28	0	11	0	0.7	10	-5	103
CCC(=O)Nc1c(S(=O)(=O)c2ccccc2)c2nc3ccccc3nc2n1C(C)c1ccccc1 (configuration not stated)	100	-0.3	26	-2	3	-2	0.7	-1	7	95
CCOc1ccc(-c2nc(N)nc(C)c2-c2ccc(OC)c(OC)c2)c(O)c1	98	-0.3	19	6	5	-9	0.8	0	-4	104
CCC(=O)Oc1ccc(-c2cnc3ccccc3n2)cc1	94	0.2	12	12	6	5	0.9	-175	-47	142*
Fc1ccc(NC(=S)Nc2ccccc2Cl)cc1	82	0.0	4	26	1	13	1	-5	-1	102
N#C/C(C(=O)Oc1ccccc1)=C1\C=CC=CN1	95	0.2	12	9	4	1	0.9	-57	-46	142*
COc1cccc(CNn2cn[nH]c2=S)c1OCc1ccccc1	102	0.1	80*	4	12	0	0.2	-2	-3	102
CSCCCNC(=S)Nc1ccc(N2CCOCC2)cc1	104	-0.2	16	-1	-1	1	0.8	-7	-14	111

An excerpt from above in order of length of the SMILES, lowest first:
SMILES	STAT3 activator	Hsp70 act	Diaph inh CS	STAT3 inh	G6PDH CS	TLR4-MyD88 BLA	Diaphorase act	APP transl inh	STAT1 inh	STAT1 activator
Fc1ccc(NC(=S)Nc2ccccc2Cl)cc1	82	0.0	4	26	1	13	1	-5	-1	102
CCC(=O)Oc1ccc(-c2cnc3ccccc3n2)cc1	94	0.2	12	12	6	5	0.9	-175	-47	142*
COc1cccc(CNn2cn[nH]c2=S)c1OCc1ccccc1	102	0.1	80*	4	12	0	0.2	-2	-3	102
